Bioassay records as filed in PubChem.
HP1b binding inh – blocks HP1-beta chromodomain binding to methylated histone tails; P83916; AlphaScreen HP1-beta / biotin-H3K9me3 peptide binding; Potency, µM (series often up to 114 µM), inactives show at the highest dose activity change, negative = inhibition, usual class: inhibitors; 390,000 compounds, 0.56% hits; AID 540317; also: nearly all actives have a fitted effect of over 70% in size; inactives centre near 23
Target sequence (P83916 whole entry, looked up): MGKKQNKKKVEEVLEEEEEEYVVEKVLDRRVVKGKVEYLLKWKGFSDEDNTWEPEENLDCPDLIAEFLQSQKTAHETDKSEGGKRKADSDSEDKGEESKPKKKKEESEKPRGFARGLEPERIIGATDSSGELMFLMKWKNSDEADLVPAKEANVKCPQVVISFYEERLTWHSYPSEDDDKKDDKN
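AlphaScreen: HP1-beta (50 nM) preformed 30 min with biotin-H3(1-18)K9me3 peptide (50 nM) in PBS pH 7.4, 0.01% Tween-20. Compound added for 30 min at RT, then streptavidin donor/nickel chelate acceptor beads (10 ug/mL) for 30 min.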
ERG Ets-DNA blk – blocks human ERG Ets domain binding to DNA; Potency, µM (titrated, usually from 76.9 µM), for the others: top-dose FP activity, negative = inhibition, hits mostly inhibitors; P11308; fluorescence polarization, His-ERG Ets domain / labelled DNA; 370,000 compounds, 0.028% hits; active = well fitted inhibition curve with a large enough effect in the polarisation, with a control signal flat; inconclusive = small, poorly fitted or top-dose-only effect, or effect the other way, or a change in a side signal; inactive = no such curve, though single readings can be large or run the other way; the % refers to the polarisation;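 also: polarization taken with two DNA probes labelled with fluorescein and Texas red; % of control where 0% means no effect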
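His-tagged ERG Ets domain (1 uM in the protein solution; 300mM KCl, 50mM Tris-HCl, 1mM EDTA, 1mM DTT, pH 7.5) received compound, then a probe mix of 5 nM fluorescein-DNA and 100nM Texas-615-DNA. Fluorescence polarization was read for both dyes.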
rTrxR1 inhibitor – rat TrxR1 inhibition; 390,000 compounds, 1% hits; recombinant rTrxR1, NADPH fluorescence consumption, selenite substrate; Potency, µM (top dose mostly 114 µM), without a hit: at the highest dose activity change, negative = inhibition, hits mostly inhibitors; also: % is scaled to controls: 0 for no effect and ±100 for the full control effect; nearly all actives have a fitted effect of over 65% in size
Target sequence (O89049 whole entry, looked up): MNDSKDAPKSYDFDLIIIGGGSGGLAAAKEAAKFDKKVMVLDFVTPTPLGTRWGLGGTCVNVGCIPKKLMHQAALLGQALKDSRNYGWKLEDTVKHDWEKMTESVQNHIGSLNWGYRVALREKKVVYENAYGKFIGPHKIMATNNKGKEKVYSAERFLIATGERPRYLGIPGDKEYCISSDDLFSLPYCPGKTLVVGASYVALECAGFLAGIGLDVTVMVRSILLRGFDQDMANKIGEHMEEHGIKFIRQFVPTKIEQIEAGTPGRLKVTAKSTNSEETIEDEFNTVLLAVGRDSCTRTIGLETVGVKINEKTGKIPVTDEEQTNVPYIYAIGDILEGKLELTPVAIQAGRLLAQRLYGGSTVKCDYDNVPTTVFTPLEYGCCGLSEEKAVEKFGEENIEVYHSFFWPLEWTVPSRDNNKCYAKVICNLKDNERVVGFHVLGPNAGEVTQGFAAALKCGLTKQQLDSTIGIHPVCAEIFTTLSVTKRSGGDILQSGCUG
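Rat TrxR1 (90 nM in the dispensed reagent) was pre-reduced with 400 uM NADPH for 5 min at room temperature, then incubated with compound for 15 min. After 400 uM selenite was added, NADPH fluorescence (Ex 340/Em 450 nm) was followed for 8 min.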
Pin1 inh – blocks the human prolyl isomerase Pin1; Q13526; Pin1 FP peptide displacement, HiFluor488, 10 min; Potency, µM (top dose mostly 115 µM), for inactives: top-dose activity, negative = inhibition, hits mostly inhibitors; 390,000 compounds, 0.009% hits; active = well fitted inhibition curve with a large enough effect in the polarisation, with a control signal flat, not every such curve was filed as active; inconclusive = small, poorly fitted or top-dose-only effect, or effect the other way, or a change in a side signal; inactive = no such curve, though single readings can be large or run the other way; the % refers to the polarisation; also: % is scaled to controls: 0 for no effect and ±100 for the full control effect
Target sequence (Q13526 whole entry, looked up): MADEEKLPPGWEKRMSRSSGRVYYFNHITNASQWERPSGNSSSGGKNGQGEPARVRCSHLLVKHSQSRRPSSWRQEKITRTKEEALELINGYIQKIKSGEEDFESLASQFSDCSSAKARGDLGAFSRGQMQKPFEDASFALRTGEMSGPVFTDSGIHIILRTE
RGS4 inhibitor – human RGS4 inhibition; P49798; Transcreener GDP fluorescence polarization, RGS4-accelerated GTP hydrolysis; Potency, µM (titrated, usually from 114 µM), for the others: at the highest dose activity change, negative = inhibition, usual class: inhibitors; 390,000 compounds, 0.039% hits; AID 504845; also: % is scaled to controls: 0 for no effect and ±100 for the full control effect; nearly all actives have a fitted effect of over 75% in size; some results filed as inactive show a strong effect at the top dose
Target sequence (P49798 whole entry, looked up): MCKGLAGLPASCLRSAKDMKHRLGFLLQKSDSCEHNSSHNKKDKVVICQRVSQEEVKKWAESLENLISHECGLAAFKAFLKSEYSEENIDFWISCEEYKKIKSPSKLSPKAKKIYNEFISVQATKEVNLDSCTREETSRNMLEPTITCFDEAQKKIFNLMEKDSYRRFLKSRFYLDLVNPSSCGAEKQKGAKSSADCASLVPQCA
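MLSMR compounds (23 nl, pin-transferred) preincubated 10 min at room temperature with a 500nM (2x) first reagent, then RGS4 at 900nM (2x) plus Transcreener GDP mix added; fluorescence polarization (620/688 nm) read before and after 90 min at 30 °C.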
GLS inhibitor – inhibitors of human glutaminase (GLS). Potency, µM (series often up to 45.5 µM), inactives show top-dose activity change, negative = inhibition, usual class: inhibitors. 410,000 compounds, 0.21% hits. GLS enzymatic activity, qHTS titration. O94925; also: % is scaled to controls: 0 for no effect and ±100 for the full control effect
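Enzyme dispensed in phosphate buffer (45 mM, pH 8.2, 0.02% Tween-20), compounds pinned in, then 1 mM L-glutamine solution and the glutamate oxidase–HRP–Amplex Red mix added; fluorescence read immediately and again after 30 min at room temperature.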
ALOX12 inh – ALOX12 (human) lipoxygenase inhibition; P18054; purified 12hLO, xylenol orange hydroperoxide absorbance; Potency, µM (top dose mostly 108 µM), without a hit: top-dose activity change, negative = inhibition, usual class: inhibitors; 580,000 compounds, 1.1% hits; also: % is scaled to controls: 0 for no effect and ±100 for the full control effect
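Purified human 12hLO (150 nM final) in 25 mM Hepes, 0.01% Triton X-100, pH 7.0 was preincubated 15 min at room temperature with compound. Then 40 uM arachidonic acid was added, 30 min. Hydroperoxide was read by Fe-XO absorbance ratio 573/405 nm.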
JMJD2A Tudor inh – inhibitors of human JMJD2A Tudor domain. O75164. AlphaScreen JMJD2A-Tudor / H3K4me3 peptide binding. Potency, µM (titrated, usually from 114 µM), without a hit: at the highest dose activity change, negative = inhibition, actives largely listed as inhibitors. 390,000 compounds, 4.4% hits; also: % is scaled to controls: 0 for no effect and ±100 for the full control effect; nearly all actives have a fitted effect of over 50% in size
PGK inhibitor – inhibitors of T. brucei phosphoglycerate kinase; P07378; PGK/GAPDH coupled, Kinase-Glo luminescence, 60 min; Potency, µM (series often up to 57.5 µM), without a hit: at the top dose activity change, negative = inhibition, actives largely listed as inhibitors; 380,000 compounds, 0.043% hits; also: % is scaled to controls: 0 for no effect and ±100 for the full control effect; nearly all actives have a fitted effect of over 60% in size
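Luminescent ATP detection (Kinase-Glo Plus) follows a 60-minute room-temperature incubation, with wells lacking PGK as controls. Buffer: 100 mM TEA (pH 7.6), 5 mM MgCl2, 0.01% Tween-20. Coupling enzyme GAPDH (100 nM final) supplies unstable 1,3-BPG in-well.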
* marks the source's active call; other numbers are inactive results; i = inactive; u = inconclusive; x = no result given; [ ] = another dose, or the depositor's remark. Unless noted, calls follow the shape of the dose curve; as a rule, active = well fitted curve in the direction sought with a large enough effect; inconclusive = small, poorly fitted or top-dose-only effect, or another doubt; inactive = no such curve, though single readings can be large; an effect the other way counts as inactive or inconclusive. Potency is read from the fitted curve at half-maximal effect. Only part of the results is shown, so the mix of outcomes need not match the whole.

SMILES | HP1b binding inh | ERG Ets-DNA blk | rTrxR1 inhibitor | Pin1 inh | RGS4 inhibitor | GLS inhibitor | ALOX12 inh | JMJD2A Tudor inh | PGK inhibitor
Cc1cc2ccccn2c1C(=O)c1ccc(C#N)cc1 | -4% | 1% | 14% | -10% | 9% | 2% | u | -15% | -1%
O=C(NC1CCCCC1)C1CCN(C(=O)c2ccc(Cl)cc2)CC1 | 0% | 10% | 21% | u | 2% | -7% | -6% | -9% | 5%
Cc1ccc(SC2CC(=O)N(c3ccc4c(c3)OCCO4)C2=O)cc1 (centres undefined) | 70%[activator] | 3% | -10% | -7% | -30% | -3% | u | -8% | -5%
Cc1ccc2nc(N(CCCN(C)C)C(=O)c3ccc4c(c3)CCCC4)sc2c1 | u | -11% | -11% | -4% | 15% | 2% | u | u | 0%
O=C(NCc1ccccc1)C(=O)NCC1OCCN1C(=O)c1ccc(Cl)cc1 (centres undefined) | 16% | 4% | 45%[57.1 µM] | 5% | -16% | -15% | -2% | -7% | -6%
Cn1c(SCC(=O)c2ccc(F)cc2)nnc1-c1cccnc1 | -3% | 4% | 6% | 6% | 6% | 4% | -9% | -15% | -1%
Cc1cccc(NC(=O)CN2C(=O)NC(C)(c3ccc4ccccc4c3)C2=O)n1 (centres undefined) | -4% | -5% | 4% | 2% | 25% | 6% | u | -23% | -9%
COc1ccc(C(C)=O)cc1COc1cccnc1[N+](=O)[O-] | 11% | 3% | 13%[0.0914 µM] | -10% | -14% | 4% | -10% | -18% | -11%
CC(=O)Nc1cccc(C(=O)OCc2ccc(C(=O)Oc3ccc(Cl)cc3)cc2)c1 | 33% | -3% | 20% | -9% | -17% | -3% | 17% | -6% | -8%
COc1ccc(CCNC(=O)CSc2nc(N)cc(=O)[nH]2)cc1OC | -4% | 0% | -7% | 3% | 15% | 6% | -13% | -4% | 12%
CCc1ccc(NC(=O)C(CC)n2c(=O)c(-c3ccccc3NC(C)=O)nc3ccccc32)cc1 (centres undefined) | -2% | 2% | 16% | 4% | 15% | -4% | u | -10% | x
CCn1c(CNC(=O)c2ccccc2F)nnc1SCC(=O)NC1CCCCC1 | -1% | 11% | 32% | 16% | u | -3% | -1% | -27% | x
COc1ccc(NC(=S)NNC(=O)OC(C)(C)C)cc1OC | 35% | 0% | -2%[57.1 µM] | 3% | -29% | 29% | 8% | -10% | -7%
CCOc1ccc(N(CC(=O)NCCOc2ccccc2OC)S(=O)(=O)c2ccccc2)cc1 | 30% | 6% | -7% | 7% | -38% | -12% | -10% | -17% | -2%
COc1ccc(S(=O)(=O)n2nc(C)c(S(=O)(=O)N3CCCCCC3)c2C)cc1OC | 10%[57 µM] | -1% | -13%[57.1 µM] | 1% | 14% | 10% | 0% | u | 9%
CC(C)(C)n1nnnc1C(c1cccc(C#N)c1)N1CCC(Cc2ccccc2)CC1 (centres undefined) | 9% | -2% | 20% | 10% | -5% | 11% | -5% | -10% | 3%
CC1(CC(=O)N/N=C/c2ccc(-c3cccc(C(F)(F)F)c3)o2)OCCO1 | 31% | 0% | 0% | 6% | 35% | 0% | -18% | -14% | 4%
CCCCCC(=O)N1CCN(S(=O)(=O)c2ccc3c(c2)OCCO3)CC1 | 28% | -2% | -6% | 0% | 7% | 4% | u | -7% | -4%
CCOc1ccc(C(=O)NCC(=O)OCc2c(F)cccc2Cl)cc1 | 65% | x | -8% | 6% | -35% | -6% | -34% | 12% | -1%
COCCN1C=C(C(=O)OC)C(c2ccccc2Cl)C(C(=O)OC)=C1 | 32%[activator] | 18% | 76%[activator][57.1 µM] | -1% | -3% | -5% | 407%[activator] | 4% | -3%
CCOc1cc(C2C(C#N)=C(N)Oc3n[nH]c(C)c32)ccc1OCCN1CCOCC1 (centres undefined) | 16% | -9% | 0% | -3% | -31% | 43%[activator] | -11% | -9% | -3%
CC(Sc1nnc(-c2ccc(Cl)cc2)n1N)C(=O)NCC1CCCO1 (centres undefined) | 26% | 2% | -4% | -2% | -3% | 2% | 7% | -18% | 3%
COc1ccc(CCNC(=O)COC(=O)/C=C/c2ccc(OC)cc2OC)cc1 | 32% | -5% | 2%[11.4 µM] | -6% | -4% | 0% | -6% | -10% | -3%
Cc1cc(NC(=O)CSc2nnc(-c3c[nH]c4ccccc34)n2-c2ccc(Cl)cc2)no1 | 12% | -1% | 29% | 1% | 8% | -3% | -15% | -3% | 15%
CCN(CC)c1ncnc2sc(C(=O)N3CCN(c4ccccc4)CC3)c(C)c12 | 29% | -3% | 5%[57.1 µM] | -2% | -14%[11.4 µM] | 13% | 113%[activator] | -25%[11.4 µM] | -10%
CCC(=O)Nc1ccc(C(=O)c2ccccc2)cc1 | 27% | -15% | -5% | -17% | 4% | -2% | 446%[activator] | -11% | -9%
CC(C)CCC(=O)N1CCOC1=O | 44%[activator] | 6% | 22% | 6% | -15% | 0% | -9% | 0% | -4%
CCC(C(=O)Nc1ccc([N+](=O)[O-])cn1)c1ccccc1 (centres undefined) | -1% | -12% | 1%[57.1 µM] | -3% | 18% | 0% | 1% | -17% | -3%
CC(C)(CO)NCC#Cc1ccccc1 | 23% | -6% | 10% | -2% | 6% | -2% | -3% | -14% | 0%
Cc1cc(C)nc(NN=C2CCCC2)n1 | 28% | -2% | -6% | -2% | -4% | 8% | 29% | -5% | -6%
CCc1ccc(N=Nc2ccc(O)c3[nH]cnc23)cc1 | -22% | 40%[activator] | 23%[57.1 µM] | 44%[activator] | -30% | 5% | u | u | 1%
COc1cc2c(cc1OC)C(C(=O)NCc1ccco1)C1c3ccccc3CCN1C2=O (centres undefined) | 1% | 3% | -9% | -2% | 1% | -19% | -6% | -30% | -7%
CN1C(C(=O)NC(C)(C)C)=CC(c2ccc3c(c2)OCO3)=NS1(=O)=O | 59%[activator] | 2% | 3% | 4% | 3% | -6% | -21% | -6% | -8%
Cn1cccc1CC(=O)N/N=C/C(Cl)=C/c1ccccc1 | u | 2% | u | 12% | -5% | 1% | -15% | u | -10%
CCC(SCC(=O)OC)C(=O)Nc1nnc(C(C)C)s1 (centres undefined) | 27% | 7% | 41% | -20% | -18% | 3% | -9% | -10% | -2%
CCN(CC)c1ccc(NC(=O)C2CC(=O)N(Cc3ccccc3)C2)cc1 (centres undefined) | u | 8% | 13%[57.1 µM] | -10% | 8% | 2% | 0% | 56µM* | i
CCC(=O)/C(=C(/O)c1ccccc1)c1nc2ccccc2[nH]1 | 49%[activator] | 6% | -12% | 7% | 21% | -11% | -1% | -16% | i
COc1cc(/C=C(/NC(=O)c2ccccc2)C(=O)N2CCOCC2)c([N+](=O)[O-])cc1OC | 5% | 0% | -18% | -17% | 15% | 8% | -8% | -8% | -9%
O=C1NC2(CCc3ccccc3C2)C(=O)N1CCOc1cccc(Cl)c1 (centres undefined) | 56%[activator] | -4% | 15%[57.1 µM] | -8% | -21% | -1% | u | 6% | 5%
CCC(CC)C(=O)OCC(=O)C1(O)CCC2C3CCC4=CC(=O)CCC4(C)C3C(O)CC21C (centres undefined) | 17% | 1% | 13% | 4% | -6% | -6% | -7% | -8% | -4%
Cc1ccc(CCN2CC(C(=O)O)CC2=O)cc1 (centres undefined) | 38% | x | 25% | 0% | -10% | 1% | 5% | -13% | -6%
COCc1cc(=O)[nH]c(/N=C(\N)Nc2cccc(C)c2)n1 | 3% | -8% | -8% | -1% | 6% | 4% | -12% | u | -6%
COc1ccccc1-n1cnnc1SC(C)C(=O)Nc1ccc(NC(C)=O)cc1 (centres undefined) | 47%[activator] | -1% | 10%[57.1 µM] | 1% | 13% | 1% | 13% | 2% | 3%
O=C(/C=C/c1ccccc1)Nc1cccnc1Oc1ccccc1F | 14% | -1% | 7% | 5% | 8% | 2% | u | -5% | 1%
COc1ccc(-n2ccnc(NCc3ccccc3OC)c2=O)cc1 | -2% | 2% | 8%[57.1 µM] | -2% | -26% | 4% | -22% | -14% | -2%
CCN(CC(=O)NCc1ccc(Cl)cc1)C(=O)CSCC(=O)Nc1cccc(C)c1 | 56%[activator] | 2% | 23% | -1% | -2% | 10% | u | -4% | -11%
CN1CCN(CCOC2Cc3ccccc3Sc3ccc(Cl)cc32)CC1 (centres undefined) | -17% | x | -15% | -1% | -1% | 13% | u | u | 5%

Four of the compounds above, with two lines to a compound:
Values in the order: HP1b binding inh	ERG Ets-DNA blk	rTrxR1 inhibitor	Pin1 inh	RGS4 inhibitor	GLS inhibitor	ALOX12 inh	JMJD2A Tudor inh	PGK inhibitor
Cc1ccc(CCN2CC(C(=O)O)CC2=O)cc1 (centres undefined)
→ 38%	x	25%	0%	-10%	1%	5%	-13%	-6%
COCc1cc(=O)[nH]c(/N=C(\N)Nc2cccc(C)c2)n1
→ 3%	-8%	-8%	-1%	6%	4%	-12%	u	-6%
COc1ccccc1-n1cnnc1SC(C)C(=O)Nc1ccc(NC(C)=O)cc1 (centres undefined)
→ 47%[activator]	-1%	10%[57.1 µM]	1%	13%	1%	13%	2%	3%
O=C(/C=C/c1ccccc1)Nc1cccnc1Oc1ccccc1F
→ 14%	-1%	7%	5%	8%	2%	u	-5%	1%
